MBNL1-CUG inh – MBNL1-poly(CUG) RNA binding inhibition. Q9NR56. TR-FRET MBNL1-His/biotin-(CUG)12 binding, 665/545 ratio. Potency, µM (top dose mostly 57.5 µM), for inactives: top-dose activity change, negative = inhibition, usual class: inhibitors. 280,000 tested, 0.036% active. AID 2675; active means well fitted inhibition curve with a large enough effect in the signal ratio, with a control signal flat, not every such curve was filed as active; inconclusive means small, poorly fitted or top-dose-only effect, or effect the other way, or a change in a side signal; inactive means no such curve, though single readings can be large or run the other way; the % refers to the signal ratio; further: potency means the concentration at half of the fitted maximal effect; on the % scale 0 is the no-effect control and ±100 the full control effect
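TR-FRET between His-tagged MBNL1 and biotin-(CUG)12 RNA, detected with Tb anti-His antibody (0.055 ng/ul) and streptavidin-XL665 (5 nM), 60 min at room temperature. Compounds titrated 92 nM to 58 uM; 665/545 nm ratio normalized to buffer and complex controls.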
RORgamma inh – inhibitors of mouse ROR gamma transcriptional activity; AID 2551; 310,000 tested, 5.4% active; Potency, µM (top dose mostly 53.6 µM), for the others: at the top dose activity change, negative = inhibition, actives largely listed as inhibitors; Drosophila S2 Gal4-RORgamma UAS-luciferase reporter, 20 h; P51450; further: potency means the concentration at half of the fitted maximal effect; on the % scale 0 is the no-effect control and ±100 the full control effect; nearly all actives have a fitted effect of over 60% in size
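ROR gamma transcriptional activity was tracked as Gal4-UAS luciferase output in stably transfected Drosophila Schneider cells, with compound added 1 hr before 700 uM copper sulfate induction and a 20 hr ambient-temperature incubation.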
VP16 counter – inhibits Gal4-VP16 luciferase reporter, ROR gamma counter-screen | Drosophila S2 Gal4-VP16 UAS-luciferase, luminescence, 20 h | Potency, µM (doses to about 53.6 µM), inactives show at the highest dose activity, negative = inhibition, usual class: inhibitors | 310,000 tested, 3.5% active | AID 2546;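 further: Gal4-VP16 expression switched on by copper sulfate through the metallothionein promoter; potency means the concentration at half of the fitted maximal effect; on the % scale 0 is the no-effect control and ±100 the full control effect; nearly all actives have a fitted effect of over 50% in size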
NPC1 prom act – activates the NPC1 promoter; Huh7 NPC1 promoter luciferase reporter, 24 h; Potency, µM (titrated, usually from 9.22 µM), inactives show top-dose activation, usual class: activators; 320,000 tested, 2.4% active; AID 485313;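 further: potency means the concentration at half of the fitted maximal effect; % of control where 0% means no effect; nearly all actives have a fitted effect of over 60% in size; reporter is driven by a mutant NPC1 promoter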
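Stably transfected Huh7 (NPC1 promoter→luciferase), 1500 cells/well in Opti-MEM + 10% FBS, 2 h settle, then compound 24 h at 37 °C. Luminescence after 10 min with Amplite reagent.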
FLuc counter – inhibits or activates purified firefly luciferase, miR-21 counter-screen | P08659 | AID 588342 | 360,000 tested, 6.9% active | purified FLuc, Km substrates, luminescence inhibition | Potency, µM (top dose mostly 57.5 µM), inactives show at the top dose activity change, negative = inhibition, actives largely listed as inhibitors;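 further: potency means the concentration at half of the fitted maximal effect; plate controls were vehicle for no effect and reference inhibitor for full effect; nearly all actives have a fitted effect of over 55% in size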
Target sequence (P08659 whole entry, looked up): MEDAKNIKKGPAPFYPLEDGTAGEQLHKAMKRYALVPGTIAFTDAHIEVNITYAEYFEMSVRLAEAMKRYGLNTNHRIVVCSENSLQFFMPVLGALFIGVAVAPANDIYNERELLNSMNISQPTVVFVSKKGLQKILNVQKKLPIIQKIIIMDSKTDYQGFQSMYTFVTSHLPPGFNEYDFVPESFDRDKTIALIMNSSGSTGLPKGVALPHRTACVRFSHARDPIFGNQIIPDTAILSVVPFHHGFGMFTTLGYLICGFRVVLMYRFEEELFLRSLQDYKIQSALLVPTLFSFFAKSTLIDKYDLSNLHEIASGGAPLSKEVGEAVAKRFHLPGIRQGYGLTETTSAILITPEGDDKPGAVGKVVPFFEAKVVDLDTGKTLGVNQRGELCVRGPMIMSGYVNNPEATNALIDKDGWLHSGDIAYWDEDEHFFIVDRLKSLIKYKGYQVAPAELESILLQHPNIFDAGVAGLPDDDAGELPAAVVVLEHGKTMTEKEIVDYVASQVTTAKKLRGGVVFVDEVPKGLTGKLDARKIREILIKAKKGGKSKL
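Biochemical qHTS of compounds, final roughly 60 µM downward over six points, against 10 nM purified firefly luciferase using Km concentrations of substrates (10 uM D-luciferin, 10 uM ATP) in Tris acetate pH 7.5 buffer; luminescence output.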
Mito fusion yeast – inhibitors of mitochondrial division or activators of mitochondrial fusion; 320,000 tested, 0.23% active; AID 485298; Potency, µM (top dose mostly 46.1 µM), for inactives: at the highest dose growth rescue (activation), usual class: activators; S. cerevisiae fusion-defective mutant growth rescue, CellTiterGlo 48 h;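 further: potency means the concentration at half of the fitted maximal effect; % of control where 0% means no effect; nearly all actives have a fitted effect of over 45% in size; temperature-sensitive fusion mutants such as fzo1-1 at 37 °C on non-fermentable ethanol glycerol medium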
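Growth-rescue viability read-out: after 48 h at the non-permissive 37C in glycerol/ethanol YPEG, yeast mitochondrial fusion mutants are measured by CellTiterGlo luminescence; compounds (23 nl pinned per well) restoring growth score as division inhibitors or fusion activators.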
Rab9 prom act – Rab9 promoter activation | Potency, µM (highest dose often 9.22 µM), inactives show at the highest dose activation, negative = inhibition, actives largely listed as activators | AID 485297 | Huh7 Rab9 promoter-luciferase reporter, luminescence, 24 h | 320,000 tested, 2.8% active; further: potency means the concentration at half of the fitted maximal effect; % of control where 0% means no effect; nearly all actives have a fitted effect of over 60% in size
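Huh7 cells stably carrying a Rab9 promoter-luciferase reporter, 1500 cells per well in OP-MEM I with 10% FBS, treated with compound 24 hours at 37C. Luciferase activity read by luminescence after 10 minutes with Amplite reagent.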
KCNH2 3.1 block – KCNH2 3.1 (human) potassium channel inhibition; AID 720553; activity change, % (tested at about 1.8 µM); 340,000 tested, 0.95% active; U2OS KCNH2 3.1, thallium flux FluxOr; hits give low values;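 active means maximum activity change below -70%; inconclusive means maximum activity change from -70% to -50%; inactive means maximum activity change above -50%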;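 further: thallium influx rate constant from kinetic fluorescence after stimulation buffer; on the % scale 0 is the no-effect control and ±100 the full control effect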
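Kinetic fluorescence (2 min after stimulation buffer) measures Tl+ influx through KCNH2 3.1 expressed by viral transduction in U2OS cells; the rate constant is normalized against DMSO controls serving as positive and negative references.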
Menin MLL FP TR – inhibitors of human menin-MLL interaction, mutant MLL peptide. O00255. Menin + Texas Red MLL mutant peptide, fluorescence polarization. Potency, µM (top dose mostly 61.6 µM), for inactives: at the highest dose FP activity change, negative = inhibition, most hits filed as inhibitors. 270,000 tested, 0.23% active. AID 1768; active means well fitted inhibition curve with a large enough effect in the polarisation, with a control signal flat, not every such curve was filed as active; inconclusive means small, poorly fitted or top-dose-only effect, or effect the other way, or a change in a side signal; inactive means no such curve, though single readings can be large or run the other way; the % refers to the polarisation; further: potency means the concentration at half of the fitted maximal effect; % of control where 0% means no effect; many of its hits are not listed in these tables
ELG1 repair inh – inhibitors of ELG1-dependent DNA repair in HEK293T cells. HEK293T ELG1-luciferase reporter, luminescence, 16 h; DNA damage induced by 5-fluorouridine. Potency, µM (highest dose often 46.1 µM), for inactives: at the highest dose activity change, negative = inhibition, usual class: inhibitors. 330,000 tested, 2.3% active; further: potency means the concentration at half of the fitted maximal effect; on the % scale 0 is the no-effect control and ±100 the full control effect; nearly all actives have a fitted effect of over 55% in size
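In this reporter screen, reduction of luminescence relative to DMSO vehicle indicated activity. Compounds and 5-fluorouridine were added together to 2,000 cells per well, incubated for 16 hr at 37 °C, then developed with ONE-Glo.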
PKM2 act – PKM2 (human) enzyme activation | P14618 | purified PKM2, Kinase-Glo ATP luminescence, activation; response scale: 0% is enzyme alone, no compound | Potency, µM (highest dose often 57.5 µM), without a hit: at the top dose activation, hits mostly activators | 260,000 tested, 0.34% active | AID 1631; further: potency means the concentration at half of the fitted maximal effect; on the % scale 0 is the no-effect control and ±100 the full control effect; nearly all actives have a fitted effect of over 55% in size
Target sequence (P14618 whole entry, looked up): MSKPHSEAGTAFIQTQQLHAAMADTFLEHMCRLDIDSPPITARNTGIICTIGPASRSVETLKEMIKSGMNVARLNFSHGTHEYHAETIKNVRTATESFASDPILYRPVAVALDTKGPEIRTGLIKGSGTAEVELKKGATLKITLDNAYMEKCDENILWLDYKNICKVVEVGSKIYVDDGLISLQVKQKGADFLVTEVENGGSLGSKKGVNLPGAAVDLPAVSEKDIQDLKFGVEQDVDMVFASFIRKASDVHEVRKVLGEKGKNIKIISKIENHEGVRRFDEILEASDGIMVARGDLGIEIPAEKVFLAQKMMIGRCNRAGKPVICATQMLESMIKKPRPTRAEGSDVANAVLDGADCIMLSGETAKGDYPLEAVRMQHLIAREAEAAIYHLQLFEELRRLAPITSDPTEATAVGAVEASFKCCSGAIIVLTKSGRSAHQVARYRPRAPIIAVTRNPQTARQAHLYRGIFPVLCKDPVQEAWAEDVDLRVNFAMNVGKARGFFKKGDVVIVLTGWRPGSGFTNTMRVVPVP
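hPK-M2, >95% pure; 0.1 mM ADP / 0.5 mM PEP final; imidazole pH7.2 buffer w/ 7 mM MgCl2, 50 mM KCl; 1 h RT; Kinase-Glo lum. Intermediate enzyme activity for dual inhibitor/activator qHTS.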
Numbers without * were called inactive; u = inconclusive; x = no result given; [ ] = remark or other dose. Unless noted, the call rests on the fitted dose curve; in most records, active means well fitted curve in the direction sought with a large enough effect; inconclusive means small, poorly fitted or top-dose-only effect, or another doubt; inactive means no such curve, though single readings can be large; an effect the other way counts as inactive or inconclusive. Only part of the results is shown; rates above refer to the full screens.

SMILES | MBNL1-CUG inh | RORgamma inh | VP16 counter | NPC1 prom act | FLuc counter | Mito fusion yeast | Rab9 prom act | KCNH2 3.1 block | Menin MLL FP TR | ELG1 repair inh | PKM2 act
COc1ccc(C2CC(c3ccc4ccccc4c3)=NN2C(=O)CN2CCC(C(N)=O)CC2)cc1 (stereo unspecified) | u | -2% | -8% | 16% | u | -4% | u | -6 | u | -13% | 2%
CC(C)(C)c1ccc(C(=O)Nn2c(CCC(=O)O)ccc2-c2cccs2)cc1 | 10% | -22% | u | 8% | -1% | 2% | -1% | 8 | x | 4% | 3%
COc1ccc(C)cc1NC(=O)C1CCCCC1C(=O)O (stereo unspecified) | 3% | u | 2% | -1% | 0% | 3% | -7% | 10 | -3% | 1% | -2%
COC(=O)c1ccc(N2C(=O)C3CC(C)=C(C)CC3C2=O)cc1 (stereo unspecified) | -3% | 1% | 22% | -8% | 0% | 1% | -6% | -5 | -4% | 9% | 1%
CC12CCC(C(=O)N3CCC(Cc4ccccc4)CC3)(C(=O)C1=O)C2(C)C (stereo unspecified) | 5% | 42% | -1% | -3% | 2% | -5% | -7% | 4 | -16% | u | 1%
COc1cccc(NC(=O)C2CCN(S(=O)(=O)c3ccccc3)CC2)c1 | 2% | -15% | 8% | -7% | -3% | 2% | 5% | 1 | x | -37% | -2%
CCN(CC)S(=O)(=O)c1cccc(NC(=O)c2cncc(Br)c2)c1 | -2% | 43% | 4% | -2% | -10% | 6% | -2% | -5 | 24% | u | 1%
CCOc1ccc(NC2=CC(=O)CCC2)cc1 | 1% | 1% | 0% | 8% | -15% | 12% | -2% | 6 | u | 17% | x
CC(C)[C@H](NC(=O)c1ccccc1)C(=O)OCC(=O)N1CCN(C(=O)c2ccco2)CC1 | -21% | -1% | 1% | -6% | -1% | 0% | -38%[inhibitor] | -1 | 4% | 7% | 0%
N/C(=N\OC(=O)c1cccc(Cn2cc(C(F)(F)F)ccc2=O)c1)c1ccc(Cl)cc1 | x | -17% | u | 22% | 15µM* | 10% | 1% | -1 | x | -14% | -5%
CN(C)CCCn1c2c(c(SCC(=O)Nc3nccs3)nc1=O)CCC2 | x | x | x | 3% | 0% | -4% | 0% | 12 | x | -4% | x
Cc1ccc(C)c(NS(=O)(=O)c2c(C)nn(C)c2C)c1 | -11% | -11% | 4% | -1% | 0% | 0% | -4% | -2 | -6% | 3% | -5%
CNC(=O)Nc1ccc(C2SCCS2)cc1 | x | 25% | 20% | 18% | 17µM* | 8% | 4% | 3 | x | u | 3%
O=C(C1CCCN(S(=O)(=O)c2cccnc2)C1)N1CCn2c1nc1ccccc12 (stereo unspecified) | u | 2% | -16% | 5% | -1% | 3% | 5% | 15 | -3% | -14% | -20%
COc1ccccc1CC(=O)NC12CC3CC(CC(C3)C1)C2 | 6% | 23% | -7% | 2% | 2% | 9% | 4% | 9 | u | 1% | 4%
CC(C)(C)NC(=O)CN1C(=O)/C(=C/c2ccccc2)SC1=S | x | 19% | 5% | -3% | -7% | 1% | 1% | 4 | u | 0% | 1%
CC(=O)CCC(=O)NCCc1ccccc1F | -1% | 24% | 17% | -4% | -15% | -3% | 3% | 11 | 21% | u | 0%
Cc1nc2sc3c(O)cc(=O)[nH]c3c2c(C)c1C | 7% | -17% | 3% | -5% | u | -2% | -3% | 0 | -3% | 20% | -3%
CCn1c(SCC(N)=O)nnc1C(C)C | -7% | 2% | 7% | -3% | -1% | 5% | 2% | -8 | -1% | 13% | 7%
Cc1ccc(NC(=O)c2cccc(Cl)c2)nc1 | 7% | 20%[10 µM] | -3% | 25% | u | 1% | 7% | 23 | 0% | u | -17%
COc1ccc(S(=O)(=O)NCCN2CCOCC2)c(C)c1C | 2% | u | 3% | -2% | -1% | -3% | -4% | -8 | 2% | 0% | 1%
N#CC(Cc1ccc(OC(F)F)cc1)c1nc2ccccc2[nH]1 (stereo unspecified) | -7% | u | 1% | u | 8.5µM* | 6% | u | 0 | u | u | -11%
O=C(NC1CCC1)C1CCC(=O)N(Cc2cccc(F)c2)C1 (stereo unspecified) | -1% | 0% | -17% | 2% | 0% | -2% | -1% | 2 | x | 16% | 0%
CN1CCN(Cc2c(O)ccc3occ(C(=O)c4ccccc4)c23)CC1 | u | 5% | 0%[0.365 µM] | -7% | 1% | 1% | -12% | 1 | 1% | -3% | 18%
O=C(NCC(O)c1ccccc1)c1cccc(S(=O)(=O)N2CCOCC2)c1 (stereo unspecified) | 2% | 20% | 26% | 6% | 0% | 0% | 2% | -4 | -2% | 14% | -1%
O=C(CCNC(=O)c1ccc(Br)cc1)OCc1ccccc1Cl | x | x | x | 0% | 1% | -9% | 1% | 4 | x | 13% | x
N#C/C(=C\c1cccc(O)c1)C(=O)N1CCCCC1 | -5% | 6%[1.91 µM] | -27% | 0% | u | -4% | 2% | -24 | 11% | u | -4%
Cc1c(NC(=O)CN2C(=O)NC(C)(c3ccccc3Cl)C2=O)c(=O)n(-c2ccccc2)n1C (stereo unspecified) | -13% | -23% | -1% | -2% | -1% | -2% | 0% | -2 | 2% | 27% | 0%
Cc1cc(NC(=O)Cn2c(=O)oc3ccccc32)no1 | x | x | x | 0% | 1% | 2% | 0% | -2 | x | 17% | x
Nn1c(COc2ccccc2)nnc1SC(F)F | -9% | 0% | 16% | -1% | 4%[2.3 µM] | -3% | -2% | -22 | 12% | 14% | -1%
COc1ccccc1-c1noc2ncnc(Nc3cccc(C)c3)c12 | 2% | -15% | -7% | 2% | 1% | -5% | 5% | 5 | -6% | -14% | -3%
CCCn1ncc(CN2CCC(n3nccc3NC(=O)CCc3ccccc3)CC2)c1C | -5% | -6% | -4% | 2% | 1% | -10% | -1% | -22 | -7% | 14% | x
CC(=O)Nc1cccc(NC(=O)c2cccc3cccnc23)c1 | 15% | 29% | -8% | -1% | 13µM* | 10% | 23% | 8 | -10% | u | 0%
COc1ccc(C2C(C(=O)c3ccco3)=C(O)C(=O)N2Cc2cccnc2)cc1OC (stereo unspecified) | 12% | 3% | 16% | 0% | 3% | -4% | 0% | 12 | -3% | 2% | -1%
COc1cc(C(=O)OCC(=O)Nc2ccccc2C(=O)NC2CC2)c([N+](=O)[O-])cc1OC | x | x | x | -1% | -1% | -3% | 2% | -26 | x | u | x
COc1ccccc1NC(=O)CN(C)S(=O)(=O)c1cc(C)ccc1OC | -1% | -21% | 10% | -3% | 2% | -2% | 6% | 8 | 9% | -7% | 1%
COc1cc(OC)cc(C(=O)Nc2cccc3ccccc23)c1 | -4% | x | x | -3% | -2% | -7% | 5% | -20 | -1% | u | 2%
CCC(C)Sc1nc(C)nc2c1c(=O)n(C)c(=O)n2C (stereo unspecified) | 93%[activator] | -4% | -4% | -2% | -2% | 21% | 0% | 7 | 4% | 13% | -18%
COc1ccccc1-c1nnc(SC(C)C(=O)O)n1-c1ccccc1 (stereo unspecified) | -2% | -6% | -1% | -4% | u | -4% | -6% | -10 | 9% | 1% | -1%
Cc1cc(C)c2c(=O)[nH]c(SCC(=O)c3ccc(F)c(C)c3)nc2n1 | -11% | 4% | 2% | 1% | u | 1% | -4% | -8 | 0% | -2% | 0%
O=C(Nc1ccc(S(=O)(=O)N2CCOCC2)cc1)c1ccc2ncsc2c1 | 1% | -12% | 0% | u | u | 0% | u | 7 | x | u | 5%
Cc1ccc(C(=O)CSc2nnc(-c3ccco3)n2Cc2ccccc2)cc1 | -2% | 0% | -6% | u | u | 2% | u | 8 | 1% | u | -1%
Cc1cc(=O)oc2cc(OCC(=O)Nc3ccccc3C(N)=O)c(Cl)cc12 | 5% | -23% | -5% | 3% | -2% | 0% | 20% | -6 | 2% | 11% | x
CN(CCO)C(=O)C(c1ccccc1)c1ccccc1 | -6% | -1% | -7% | -2% | 1% | -3% | -7% | 3 | x | -2% | -3%

Assay outcomes (PubChem BioAssay)
